Salmonella PhoP GFP: Inhibition of PhoP regulon, Salmonella typhi GFP reporter cells, confirmation, 4 h (AID 1850) | Salmonella Typhi PhoP-promoter GFP reporter, fluorescence, 4 h; higher % means a stronger effect | inhibition, % at 50 µM, or IC50 in µM where a hit was titrated | actives 0.33% (n = 310,000); in the data active = a potency from the dose series; inconclusive = inhibition mostly from about 25% at the one dose, without a potency; inactive = the rest, 99 in 100 with inhibition below about 19%;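 also: 0% = induced wells with vehicle and 100% = uninduced wells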
influenza NS1A: NS1A inhibition, H1N1 influenza, cell based functional assay (AID 504329) | inhibition, % at 12.5 µM, or IC50 in µM where a hit was titrated | actives 0.3% (n = 340,000) | NS1A functional cell-based assay, percent inhibition; higher % means a stronger effect; in the data active = a potency from the dose series; inconclusive = inhibition above about 27% without an active follow-up result; also: strong numbers were not always called active
VEEV TC-83 Vero: inhibitors of VEEV TC-83 cytopathic effect, confirmation, Vero cells (AID 588727) | Vero cells, VEEV TC-83 cytopathic effect inhibition; higher % means a stronger effect | one-dose inhibition, % at 20 µM; IC50 in µM for titrated hits | actives 0.13% (n = 350,000); in the data active = a potency from the dose series; inconclusive = inhibition mostly from about 14% at the one dose, without a potency; inactive = the rest, 99 in 100 with inhibition below about 12%; also: strong numbers were not always called active
M. tuberculosis HTS: M. tuberculosis growth inhibition, HTS (AID 449762) | M. tuberculosis H37Rv growth inhibition, 7H9 media; higher % means a stronger effect | inhibition, % at 25 µM; hits with a dose series show IC50 in µM | actives 0.59% (n = 330,000); in the data active = a potency from the dose series; inconclusive = inhibition above about 70% without an active follow-up result;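 also: bacterial growth assessed after seven days of incubation; strong numbers were not always called active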
M. tuberculosis: growth inhibition of non-replicating M. tuberculosis (AID 488890). actives 0.39% (n = 320,000). Mycobacterium tuberculosis non-replicating, growth inhibition; higher % means a stronger effect. inhibition, % at 25 µM; hits with a dose series show IC50 in µM; in the data active = a potency from the dose series; inconclusive = inhibition mostly from about 82% at the one dose, without a potency; inactive = the rest, 99 in 100 with inhibition below about 76%;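 also: plate controls were DMSO cells for no effect and high antibiotic wells for full effect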
VEEV TC-83 Vero 10K pilot screen: also measured in VEEV TC-83 Vero; calls as there; inhibition, %; measured here: 10K pilot screen inhibition
* marks the source's active call; other numbers are inactive results; i = inactive; ? = inconclusive; / = no result given; & = joins results of further samples.

SMILES	Salmonella PhoP GFP	influenza NS1A	VEEV TC-83 Vero	M. tuberculosis HTS	M. tuberculosis	others
O=C(CCCOc1ccc(Cl)cc1)N1CCCCCC1	-16%	-9%	i	6%	34%
NC1=NC(=Nc2ccccc2)c2ccccc21	4%	-5%	5.7%	6%	3%
Cc1cc(N2C(=O)C3C4C=CC(C4)C3C2=O)ccc1NC(=O)c1cccs1 (configuration not stated)	-4%	-5%	1.0%	3%	-18%
O=C(NCCOc1ccccc1)C1CCC(=O)N(C2CCCCCC2)C1 (configuration not stated)	11%	-12%	1.5%	-7%	4%
Fc1ccc(Cn2nnnc2C(c2cccs2)N2CCCCCC2)cc1 (configuration not stated)	0%	-7%	i	0%	61%
Cc1ccc(CNC(=O)COC(=O)c2nc(-c3ccccc3)oc2C)cc1	/	1%	i	6%	20%
CC(C)(C)OC(=O)N1CCCN(C(=O)Nc2ccccc2)CC1	-9%	/	0.5%	-1%	-32%
O=C(c1ccc(C(F)(F)F)cc1)C1CCCN(C2CCSCC2)C1 (configuration not stated)	9%	-1%	2.0%	?	61%	VEEV TC-83 Vero 10K pilot screen=0.5
COCC(=O)Nc1ccc(N2CCN(c3ccccc3)CC2)c(F)c1	-10%	-14%	0.2%	7%	39%
CC(=O)N1c2ccc(S(=O)(=O)NCCC(=O)Nc3ccc(C)cn3)cc2CC1C (configuration not stated)	-1%	2%	1.5%	-3%	-21%
CC(NC(=O)Cn1c(=O)oc2cc(S(=O)(=O)N3CCCC3)ccc21)c1ccccc1 (configuration not stated)	/	6%	1.7%	-4%	/
Cc1cc(C(F)(F)F)nn1CC(=O)Nc1ccc2c(c1)OCO2	1%	-3%	1.8%	5%	-6%
CC(Sc1nnc(Cc2ccccc2)o1)C(=O)NC1(C#N)CCCCC1 (configuration not stated)	/	-11%	0.1%	-1%	11%
O=C(Nc1ccc(Cl)cc1)OCc1ccccn1	-1%	2%	3.9%	21%	44%
COc1ccc(C(=O)Nc2cnc3sc(C)nn3c2=O)cc1	5%	1%	i	4%	-2%
Cc1ccccc1Cn1c(C)cc(C)c(C#N)c1=O	5%	-6%	0.3%	-5%	-3%
CCCCOc1ccccc1C(=O)NCCCCCC(=O)O	14%	0%	1.9%	7%	1%
Cc1ccccc1S(=O)(=O)Cc1ccc(C(=O)NCCCN2CCCC(C)C2)o1 (configuration not stated)	-5%	3%	i	7%	5%
COc1ccc(C2C(C(=O)C(C)(C)C)=C(O)C(=O)N2Cc2ccccc2)cc1 (configuration not stated)	-7%	5%	i	-10%	16%
Cc1ccc(CNS(=O)(=O)NCc2ccccc2F)cc1	-4%	-8%	i	13%	0%
C#CCOCCOCCOCCNc1nc(N2CCN(C(=O)[C@H]([C@@H](C)O)n3cc(CCCCN)nn3)CC2)nc(N2CCN(C(=O)[C@H](CCCCN)n3cc(CCC(=O)O)nn3)CC2)n1	9%	-19%	1.1%	-4%	1%
O=C(CCCN1CCc2[nH]c3ccc(F)cc3c2C1)c1ccc(F)cc1	2%	-5%	?	-3%	52%
C=CCn1c(Cc2ccccc2)nc2c(cnn2-c2ccccc2)c1=O	-1%	-5%	1.6%	46%	70%
COC(=O)[C@]1(C)N[C@H](CN(C)C(=O)c2ccc(C(C)(C)C)cc2)[C@@H]2C(=O)N(C)C(=O)[C@@H]21	/	-15%	i	-2%	-1%
CCC(=NNC(=O)c1ccc2c(c1)nc(C)n2CC)c1cc(F)ccc1O	/	-1%	?	7%	-5%
Continued:
SMILES	Salmonella PhoP GFP	influenza NS1A	VEEV TC-83 Vero	M. tuberculosis HTS	M. tuberculosis	others
O=C(O)C(Cc1c[nH]c2ccccc12)N1Cc2ccccc2C1=O (configuration not stated)	-11%	1%	0.3%	-1%	12%
Cc1nn(Cc2ccc(C(=O)N3N=C(C(F)F)CC3(O)C(F)F)o2)c(C)c1[N+](=O)[O-] (configuration not stated)	-4%	-5%	3.9%	5%	19%
CCc1ccccc1Nc1nc(N)nc(COC(=O)c2c(C)noc2C)n1	/	-5%	1.2%	7%	25%
COc1ccc(-c2nc3c(Br)c(N)c(Br)cc3o2)cc1	1%	2%	1.8%	0%	0%
Cc1cc(=O)n2c3c(sc2n1)C(=O)N(Cc1ccccc1)C3=O	-12%	/	/	3%	34%
Cc1ccccc1OCc1n(CC(=O)OC2CC(C)CCC2C(C)C)c2ccccc2[n+]1C (configuration not stated)	?	5%&10%	i	?	?
COc1ccc(C2CC(c3cccs3)=NN2C(=O)CSc2nc3ccccc3o2)cc1 (configuration not stated)	-14%	8%	2.2%	62%	?
COc1ccccc1OCCNC(=O)c1ccc(S(=O)(=O)N(C)C)cc1	-4%	1%	i	-3%	4%
COc1cc(/C=C2\SC(=S)N(CC(=O)O)C2=O)ccc1OS(=O)(=O)c1ccc(C)cc1	-1%	7%	0.9%	-7%	23%
O=[N+]([O-])c1ccc(Sc2cccc3cccnc23)c2cccnc12	-25%	-2%	3.5%	5%	5%
O=C(COC(=O)Cc1ccsc1)NCc1ccc(Cl)cc1	9%	-13%	i	8%	12%
Cc1nn(-c2ccccc2)c(C)c1NC(=O)COC(=O)C1CC(=O)N(CCc2ccccc2)C1 (configuration not stated)	1%	-16%	1.9%	-2%	-15%
CCNC(=S)N/N=C/c1cn(Cc2ccc(F)cc2)c2ccccc12	-3%	-3%	1.0%	10%	-11%
O=C(CCCCCn1c(=S)[nH]c2ccccc2c1=O)NCc1ccc2c(c1)OCO2	-7%	0%	1.1%	-1%	3%
Cc1occc1C(=O)N=Nc1c(O)n(C)c2ccccc12	-5%	4%	7.8%	3%	-18%
COC(=O)c1ccc2c(=O)[nH]c(CSc3nc(-c4ccc(F)cc4)cs3)nc2c1	-6%	4%	0.9%	-1%	-4%
COc1cccc(C2CC(=O)Nc3cc(OC)c(OC)cc32)c1 (configuration not stated)	4%	-5%	1.4%	5%	-2%
C=CCN1C(=O)c2ccc(C(=O)N3CCN(S(=O)(=O)c4cccc([N+](=O)[O-])c4)CC3)cc2C1=O	/	-9%	2.6%	3%	-30%
CCCCSCCCNC(=O)C1CCC(CNS(=O)(=O)c2ccc(NC(C)=O)cc2)CC1 (configuration not stated)	-5%	-5%	0.3%	0%	2%
Nc1ccccc1C(=O)C[C@H](N)C(=O)O	/	-4%	0.1%	/	/
Cc1cc(S(=O)(=O)NCc2cccs2)ccc1-n1cnnn1	-13%	-7%	0.9%	-2%	-12%
CC(C)NC(=O)c1onc(CSc2ccc(F)cc2)c1C(=O)NC(C)C	-14%	-3%	1.4%	2%	-5%
COc1ccc(OC)c(C2C(C(=O)Nc3nc4ccccc4s3)=C(C)NC3=C2C(=O)CCC3)c1 (configuration not stated)	-4%	0%	10%	-2%	65%
COc1ccccc1C1=NOC(Cn2c(NCCOCCO)nc3c2c(=O)n(C)c(=O)n3C)C1 (configuration not stated)	5%	/	2.7%	-4%	-5%
CC(=O)N1CCSc2ccc(S(=O)(=O)NCc3ccc(F)cc3)cc21	4%	6%	i	3%	39%
Other entries
SMILES	Salmonella PhoP GFP	influenza NS1A	VEEV TC-83 Vero	M. tuberculosis HTS	M. tuberculosis	others
CCOC(=O)CSc1nnc(-c2cc(OC)c(OC)c(OC)c2)o1	-11%	-7%	0.5%	?	?
CN1CCN(C(=S)NC(=O)/C=C/c2ccccc2Cl)CC1	-1%	-9%	1.7%	-7%	-10%
CC(C)CCn1nnnc1C(c1ccc(F)cc1)N1CCC(C(N)=O)CC1 (configuration not stated)	-13%	-3%	i	-5%	52%
CC1(C)CC(=O)C2=C(C1)N(Cc1cccnc1)C(=O)C2(NC(=O)c1ccc(F)cc1)C(F)(F)F (configuration not stated)	-10%	2%	i	-3%	-10%
Cc1ccc(CS(=O)Cc2ccc(C(=O)N3CCN(C4CCCCC4)CC3)o2)cc1 (configuration not stated)	-2%	8%	0.1%	-3%	-4%
COc1ccc(C(=O)C(C)[n+]2ccc(-c3nnc4n3CCCCC4)cc2)cc1 (configuration not stated)	2%	/	1.0%	4%	-5%
CCCCOc1ccc(C(=O)N(Cc2ccccc2)C2CCS(=O)(=O)C2)cc1 (configuration not stated)	-5%	-10%	4.7%	1%	-2%
Cc1oc(-c2cccc(Cl)c2)nc1CN1CCC(C(=O)N2CCN(c3ccccc3F)CC2)CC1	-7%	8%	i	21µM*	?
COc1ccc(Nc2nc(=O)c3cc([N+](=O)[O-])ccc3s2)cc1	/	-8%	1.4%	/	/
CC(C)(C)C1=C(C#N)C(c2cccnc2)C(C#N)=C(N)O1 (configuration not stated)	1%	-5%	1.1%	-1%	-5%
O=C(NCC(=O)N(Cc1cccs1)C(C(=O)NC1CCCCC1)c1ccncc1)c1ccco1 (configuration not stated)	-4%	10%	0.9%	-7%	28%	VEEV TC-83 Vero 10K pilot screen=0.0
CN1/C(=C\C(=O)c2ccco2)c2ccccc2CC1(C)C	-10%	10%	i	3%	15%
O=C(Nc1ccc(Br)cc1)c1cccc(N2C(=O)CCC2=O)c1	-5%	-5%	1.2%	-7%	11%
CCCCC(CC)COC(=O)CCCCC(=O)OCC(CC)CCCC (configuration not stated)	/	-12%	i	12%	-11%
CCOC(=O)C(=O)NC12CC3CC(CC(C3)C1)C2	-8%	-5%	i	-4%	6.5µM*
Cc1nc2ccsc2c(=O)n1-c1cccc(Cl)c1	-4%	-6%	i	-4%	3%
COc1ccccc1C(CNC(=O)c1cc(S(=O)(=O)N2CCOCC2)ccc1C)N1CCCC1 (configuration not stated)	/	-12%	1.2%	-8%	4%
COc1ccccc1-c1cc(N)n(S(=O)(=O)c2cccc3nsnc23)n1	23%	6%	1.9%	-9%	17%
O=C(Cn1cc(C(F)(F)F)ccc1=O)N1CCN(S(=O)(=O)c2ccc(Cl)cc2)CC1	6%	1%	i	-9%	0%
CC1CCc2sc(C(=O)N/N=C/C3CCCCC3)cc2C1 (configuration not stated)	-1%	6%	0.8%	5%	46%
COc1ccc(Cl)cc1C(=O)Nc1ccc(S(N)(=O)=O)cc1	-1%	9%	1.9%	-1%	-3%
Cc1ccc(OCCn2cc(/C=C(\C#N)C(=O)NCC3CCCO3)c3ccccc32)cc1 (configuration not stated)	-2%	7%	6.7%	0%	19%
COc1ccccc1C(=O)Nc1ccc(S(=O)(=O)Nc2nccs2)cc1	9%	2%	0.8%	-17%	/
COc1ccc(S(=O)(=O)Nc2ccc(CC#N)cc2)cc1	15%	2%	0.9%	5%	-18%
CCCC(=O)NCc1cc(-c2nn(C)c(=O)c3ccccc23)ccc1C	-8%	-3%	6.1%	-8%	-6%
CC1CN(S(=O)(=O)c2ccc(C(=O)N(CCCN(C)C)c3nc4cc5c(cc4s3)OCCO5)cc2)CC(C)O1 (configuration not stated)	16%	1%	2.2%	-3%	28%
COc1ccc(CN2CC(=O)N(c3ccccc3OC)C2=S)cc1OC	-3%	18%	0.1%	2%	-12%
COc1cc(/C=N/NC(=O)c2cc(-c3ccco3)nc3ccccc23)cc(OC)c1O	10%	14%	1.1%	-1%	3%
